Bioassay records: PubChem, several laboratories
NRP1-CendR mod = modulators of CendR peptide binding to NRP-1, primary screen, biochemical, fluorescence polarization, uHTS; Neuropilin-1 (Homo sapiens), O14786; FAM-RPARPAR peptide binding to NRP-1; inhibition, % at 25 µM; 360,000 tested, 0.85% active; AID 602438, 2012;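 active = inhibition or corrected inhibition above about 18%, plus a signal ratio from 0.5 to 1.5, limit read from the data, passing the limit was not always enough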; also: strong numbers were not always called active
Neddylation inh = inhibitors of cullin neddylation, primary screen, biochemical, TR-FRET, uHTS, NAE and Ubc12; calls only at 25 µM; 360,000 tested, 0.58% active; AID 651699, 2012; in the data active = inhibition above about 36%
Target sequence (P61081 whole entry, looked up): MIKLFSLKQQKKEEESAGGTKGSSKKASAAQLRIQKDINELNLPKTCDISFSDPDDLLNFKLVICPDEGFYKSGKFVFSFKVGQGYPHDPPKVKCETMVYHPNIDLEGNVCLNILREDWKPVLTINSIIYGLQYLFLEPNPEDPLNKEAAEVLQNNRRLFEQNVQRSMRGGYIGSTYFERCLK
Target sequence (Q13564 whole entry, looked up): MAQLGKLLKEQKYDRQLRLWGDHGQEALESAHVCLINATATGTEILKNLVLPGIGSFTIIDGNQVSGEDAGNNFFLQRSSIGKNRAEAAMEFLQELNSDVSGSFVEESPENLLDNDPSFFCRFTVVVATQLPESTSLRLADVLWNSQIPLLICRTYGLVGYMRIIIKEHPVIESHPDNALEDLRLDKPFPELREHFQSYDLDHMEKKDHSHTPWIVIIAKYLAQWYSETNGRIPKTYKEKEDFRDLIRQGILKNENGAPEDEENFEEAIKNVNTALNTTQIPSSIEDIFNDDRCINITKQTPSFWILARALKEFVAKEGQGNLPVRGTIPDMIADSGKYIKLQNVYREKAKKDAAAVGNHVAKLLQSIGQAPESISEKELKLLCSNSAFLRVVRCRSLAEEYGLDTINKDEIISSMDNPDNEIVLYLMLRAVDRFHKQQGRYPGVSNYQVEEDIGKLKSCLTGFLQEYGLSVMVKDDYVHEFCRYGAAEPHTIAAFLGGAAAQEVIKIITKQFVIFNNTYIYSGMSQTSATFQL
SKN-1 inh = suppressors of acrylamide-induced Pgst-4::GFP reporter in worms, primary screen, SKN-1 inhibitor project, whole organism, uHTS, GFP/RFP fluorescence ratio, strain VP596 | 360,000 tested, 0.49% active | AID 624304, 2012 | inhibition, % at 21.8 µM | C. elegans VP596 Pgst-4::GFP/RFP ratio, 24 h;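 active = interference check ratio from 0.5 to 1.5 plus GFP to RFP signal ratio inhibition reaching or exceeding a fixed threshold, cut at about 30% in these data, passing the limit was not always enough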; also: some compounds called inactive have numbers as strong as hits
NadD block = inhibitors of S. aureus NadD, primary screen, biochemical, colorimetric, uHTS; inhibition, % at 20 µM; Nicotinate-nucleotide adenylyltransferase NadD (Staphylococcus aureus N315); AID 602399, 2012; purified NadD enzyme, colorimetric absorbance read-out; 360,000 tested, 0.78% active; in the data active = inhibition above about 26%; also: some compounds past the cut are filed as inactive
STEP block = STEP phosphatase inhibitors, primary screen, biochemical, fluorescence intensity, uHTS; Tyrosine-protein phosphatase non-receptor type 5 (Homo sapiens), P54829; recombinant STEP, OMFP fluorogenic substrate; inhibition, % at 20 µM; 360,000 tested, 0.25% active; AID 588621, 2011;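 active = inhibition at 20 µM, scaled per plate between control wells, above about 37%, limit read from the data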;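 also: 0% = DMSO with enzyme and substrate and 100% = substrate only without enzyme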
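System: STEP phosphatase, cell-free reaction; Buffer or medium: Bis-Tris pH 6.0 buffer with DTT, detergent; Incubation: 20 min at room temperature, dark; Measured by: fluorescence, 480/540 nm.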
DNMT1 block = human DNMT1 methyltransferase inhibitors, primary screen, biochemical, molecular beacon, fluorescence, HinP1I cleavage, uHTS | inhibition (reported as % activation of signal), % at 10 µM | 360,000 tested, 0.83% active | DNA (cytosine-5)-methyltransferase 1 (Homo sapiens), P26358; in the data active = inhibition above about 50%
Scp-1 inhibitor = Scp-1 phosphatase inhibitors, primary screen, biochemical, colorimetric, uHTS | Recombinant Scp1, phosphopeptide, malachite green phosphate absorbance | AID 493091, 2011 | 340,000 tested, 0.88% active | inhibition, % at 20 µM;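 active = inhibition above about 50% at 20 µM, limit read from the data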;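 also: plate controls were DMSO wells with enzyme for no effect and wells lacking enzyme for full effect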
Target sequence (Q9GZU7 76-261 limits assumed): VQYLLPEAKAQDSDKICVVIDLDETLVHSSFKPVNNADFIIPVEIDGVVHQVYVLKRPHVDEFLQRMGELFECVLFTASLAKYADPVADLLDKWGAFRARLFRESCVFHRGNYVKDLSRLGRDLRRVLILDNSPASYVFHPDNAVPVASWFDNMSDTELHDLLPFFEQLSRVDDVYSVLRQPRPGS
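Material – SCP-1 phosphatase catalytic domain, residues 76-261 · Buffer or medium – Acidic Tris acetate buffer with magnesium and detergent · Also added – Phospho 17-mer peptide substrate · Compound – single 20 µM dose, 1% DMSO · Times – 45 min room-temperature reaction, 5 min colour, 30 min stabiliser · Technique – Phosphate-binding colour reagent, absorbance read at 630 nm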
SUMO1 PPI mod = modulators of SUMO1 protein-protein interactions, primary screen, biochemical, uHTS | SUMO1 binding to a labelled peptide, TR-FRET, 1 h | AID 602429, 2012 | inhibition, % at 20 µM | 360,000 tested, 0.33% active | Small ubiquitin-related modifier 1 (Homo sapiens), P63165; in the data active = inhibition above about 37%
Target sequence (P63165 whole entry, looked up): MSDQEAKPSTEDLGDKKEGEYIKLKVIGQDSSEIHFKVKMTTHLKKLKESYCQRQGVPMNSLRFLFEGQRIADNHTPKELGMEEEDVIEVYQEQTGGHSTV
LMPTP block = LMPTP phosphatase inhibitors, primary screen, biochemical, fluorescence intensity, uHTS. 360,000 tested, 0.22% active. inhibition, % at 20 µM. recombinant LMPTP-A, OMFP fluorogenic substrate;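 active = compounds that cut the enzyme signal by at least half of the control window in the single-dose screen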;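 also: plate controls were DMSO wells with enzyme plus substrate for no effect and substrate without enzyme for full effect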
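Material: LMPTP-A; amount: 0.625 nM enzyme; doses: single 20 µM dose; times: reaction 50 min, room temperature, dark; technique: fluorescence intensity of OMFP turnover product; benchmarks: no-enzyme and uninhibited controls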
TbMetRS inhib = T. brucei MetRS inhibitors, primary screen, biochemical, luminescence; methionyl-tRNA synthetase (Trypanosoma brucei brucei); 360,000 tested, 0.4% active; purified T. brucei MetRS, ATP depletion, Kinase-Glo luminescence; inhibition, % at 11.9 µM;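 active = inhibition above a per-plate cutoff of the control wells' mean inhibition plus 3 SD, cut at about 5.5% in these data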;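 also: 0% = DMSO wells median and 100% = median of wells with control inhibitor compound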
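Material – parasite MetRS enzyme · Medium – HEPES-MgCl2-KCl buffer plus DTT, spermine, BSA, pyrophosphatase · Reagent – ATP, methionine and E. coli bulk tRNA substrates · Times – 15 min enzyme-compound preincubation, 2 h reaction, 10 min detection, 25 °C · Measured by – luminescence of leftover ATP · Evaluation – percent inhibition relative to median high and low control wells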
The depositor's hits bear a star; i = inactive; . = no result given.

compound	NRP1-CendR mod	Neddylation inh	SKN-1 inh	NadD block	STEP block	DNMT1 block	Scp-1 inhibitor	SUMO1 PPI mod	LMPTP block	TbMetRS inhib
Cc1cc(C)cc(NC(=S)N2CCN(c3ccccn3)CC2)c1	-3	i	11	2	14	2	-2	2	1.5	-0.1
O=C(c1ccccc1)N(Cc1ccco1)C1CCS(=O)(=O)C1 (stereo unspecified)	6	i	-5	7	-5	0	-6	0	-1.8	-1.2
Cc1cc(C)cc(NS(=O)(=O)c2ccc(NC(=S)NC(=O)c3ccc(Br)o3)cc2)c1	-9	i	-27	20	0	-19	-10	-1	4.4	-1.5
COc1ccc(S(=O)(=O)NCC2CCCN(C(=O)C3CCCC3)C2)cc1 (stereo unspecified)	-16	i	3	-8	-2	-2	-5	-2	-0.5	-1.1
CCOc1ccc(-n2cnc3sc4c(c3c2=O)CCCC4)cc1	0	i	2	-9	3	-1	-5	-1	1.2	-0.8
COc1ccc(NC(=O)c2ccc(Cl)cc2)c[n+]1[O-]	9	i	20	-6	1	-1	-9	0	0.0	-0.8
COc1cc(Cc2cc(N)nc(N)n2)cc(OC)c1OC	-3	i	10	-4	0	-1	-16	-1	20	-0.2
CCOc1ccccc1NC(=O)CS(=O)(=O)c1cn(CC(=O)N2CCOCC2)c2ccccc12	13	i	4	0	-1	1	-7	3	-1.5	-0.2
Cc1ccc(S(=O)(=O)N(C)C)cc1NC(=O)COC(=O)c1sc2cc(Cl)ccc2c1Cl	-3	i	-6	14	-1	5	-4	-8	1.3	-0.7
COc1cc(C(=O)Nc2cccc(-c3nc4cc(C)ccc4o3)c2)cc(OC)c1OC	-9	i	7	-8	4	-8	-3	-4	1.3	0.5
O=C(CN1C(=O)C2CCCCC2C1=O)Nc1nc2ccc(F)cc2s1 (stereo unspecified)	-1	i	-1	2	-2	-1	-3	2	-0.9	-0.2
CCCOc1ccc(/C(CC)=N/NC(=O)C2(C)CC2(Br)Br)cc1 (stereo unspecified)	2	i	7	-3	-2	0	-4	0	-0.5	-0.2
O=S1(=O)N[C@H](Cc2ccccc2)COc2cccc(N3CCC[C@@H]3CO)c21	-6	i	0	3	.	.	.	-1	-1.6	-1.0
COc1cc2c(cc1OC)C(C(=O)Nc1cc(C)c(OC)c(C)c1)CC(=O)N2 (stereo unspecified)	-4	i	-1	0	0	-1	-7	6	0.5	-0.3
Fc1cccc(CCN2CCNC[C@@H]2CC2CCCCC2)c1	14	i	19	-13	-2	6	-2	0	-2.9	-0.4
Cc1cc(NC(=O)C2CCCO2)ccc1Br (stereo unspecified)	7	i	0	0	0	-1	1	2	2.4	-0.9
CCc1ccc(OCC(=O)N/N=C2\CC(=O)c3ccccc32)cc1	-10	i	-11	7	3	-12	.	7	-0.2	-0.4
O=S(=O)(NCC(c1cccnc1)N1CCN(Cc2ccccc2)CC1)c1ccc(Cl)cc1 (stereo unspecified)	-4	i	-2	-5	2	-2	-9	0	2.3	-0.1
Cc1ccc(OCC(=O)NNC(=O)Cn2nnc(-c3ccccc3)n2)cc1	2	i	0	-1	32	1	53*	-3	36	0.2
CN(C)CCN1CC(O)=C(c2nc3ccccc3s2)C1=N	-27	i	-5	-9	2	-2	-4	-4	-2.1	-0.8

The last 2 records of the section above lead into the next:
compound	NRP1-CendR mod	Neddylation inh	SKN-1 inh	NadD block	STEP block	DNMT1 block	Scp-1 inhibitor	SUMO1 PPI mod	LMPTP block	TbMetRS inhib
Cc1ccc(OCC(=O)NNC(=O)Cn2nnc(-c3ccccc3)n2)cc1	2	i	0	-1	32	1	53*	-3	36	0.2
CN(C)CCN1CC(O)=C(c2nc3ccccc3s2)C1=N	-27	i	-5	-9	2	-2	-4	-4	-2.1	-0.8
CCCCOC(=O)c1ccc(NC(=O)CSCc2n[nH]c(=O)[nH]2)cc1	-5	i	-9	2	-1	-1	3	1	-0.2	-0.5
COc1ccc(CN=C(C)c2c(C(F)(F)F)[nH]n(-c3nc4ccccc4s3)c2=O)cc1	-8	i	12	4	1	7	-5	-1	5.3	-1.1
Cc1ccsc1C(=O)N1CCCC(CCC(=O)N2CCN(c3ccccn3)CC2)C1 (stereo unspecified)	-4	i	2	5	-1	4	4	2	1.0	-0.9
OCCN(CC(O)COc1ccccc1)CC(O)Cn1ccc2ccccc21 (stereo unspecified)	1	i	5	0	-2	5	1	2	-2.0	-0.3
CCN1C(=NCCOC)N[C@@H](CCc2ccccc2)[C@H](C(=O)OC)[C@H]1C	13	i	7	0	-2	3	22	5	-0.5	-0.1
Cc1nn(CC(=O)NCCc2ccccc2)c(=O)c2ccccc12	1	i	-3	-7	2	-6	6	1	-2.7	-0.3
O=C(C(=O)N1CCN(c2ccccc2)CC1)c1ccccc1	9	i	-11	.	.	.	.	0	0.0	-0.6
CCOc1cc(C(=O)OC(C)C(=O)Nc2ncc(Cl)cc2Cl)ccc1OCC(=O)N1CCOCC1 (stereo unspecified)	2	i	-5	-3	1	2	-4	2	-2.5	-0.4
CCCCC(=O)NCCc1ccc(S(N)(=O)=O)cc1	-5	i	-4	-5	-5	0	-6	0	-2.7	-0.6
COc1ccc(N(C(=O)Cn2nnc(-c3ccccc3F)n2)C(C(=O)NCC2CCCO2)c2ccc(Cl)cc2)cc1 (stereo unspecified)	2	i	-3	-7	0	53*	-4	3	1.1	1.2
Cc1ccccc1CN1CCSc2sccc2C1=O	14	i	10	2	-1	0	-5	-2	1.1	-0.4
Cc1nc(-c2ccccc2)sc1-c1n[nH]c(=S)n1C	3	i	3	1	1	4	3	1	-1.0	-1.1
CC1CCCN(C(=O)c2cc(-c3cccs3)nc3ccccc23)C1 (stereo unspecified)	-4	.	5	-2	2	-5	-27	-9	-0.6	-0.4
CCOC(=O)/C(C#N)=C/c1ccc(N2CCCCC2)cc1	-120	i	31	2	1	-3	-7	-26	4.3	-0.2
CCCOc1ccc(C(=O)NNC(=S)NC(=O)c2ccccc2)cc1	-7	i	5	1	2	0	-8	4	-1.3	-0.7
CC1=NNC(=O)C1CCC(=O)N/N=C(\C)c1ccccc1 (stereo unspecified)	6	i	-8	1	5	0	5	-15	0.1	-1.5
N#Cc1ccc(N2CCOCC2)c([N+](=O)[O-])c1	2	i	0	-4	2	2	-8	-14	-0.8	-0.2
O=C(NC(c1ccc(F)cc1)c1cnccn1)C1CCN(CCOc2ccc(Cl)cc2Cl)CC1 (stereo unspecified)	-1	i	3	-1	0	-1	.	-2	-1.0	0.0
CCCN1CCC(NC(=O)C2CCN(C(C)=O)CC2)CC1	-4	i	10	0	0	-1	-6	-15	-4.3	0.1
C[C@H](NC(=O)N1CCn2c1nc1ccccc12)C(=O)NCc1ccc(F)cc1	13	i	-9	2	2	-1	-6	7	0.4	0.4

Following part:
compound	NRP1-CendR mod	Neddylation inh	SKN-1 inh	NadD block	STEP block	DNMT1 block	Scp-1 inhibitor	SUMO1 PPI mod	LMPTP block	TbMetRS inhib
Cn1ccc(NC(=O)Nc2ccc(Cl)cc2)n1	6	i	20	3	0	-6	-1	3	-0.1	-0.2
O=C(Nc1nnc(C2CC2)o1)c1ccc(S(=O)(=O)N2CCCc3ccccc32)cc1	-6	i	8	13	2	-6	-19	5	1.9	-0.2
COc1cc(C)c(S(=O)(=O)N2CCOCC2)c(C)c1C	7	i	-9	7	-1	0	-2	-1	0.1	0.3
Cc1ccc2[nH]c(=O)c(CN3CCCCC3)c(-c3ccccc3)c2c1	-11	i	16	3	-1	-8	3	-1	0.9	2.1
Nc1nc(-c2ccc(Cl)cc2)cc(C(F)(F)F)n1	-2	i	14	-4	10	10	-3	4	0.4	-0.9
Nc1cccc(Oc2ccc3c(c2)C(=O)N(CC2CCCO2)C3=O)c1 (stereo unspecified)	5	i	9	-2	-2	-5	-8	-21	-1.0	0.6
COc1ccccc1OCC(=O)Nc1ccc2c(c1)OCCO2	-6	i	-2	1	0	4	-1	7	0.9	-1.0
CN(CC(=O)Nc1ccccc1Br)C(=O)c1sccc1-c1ccccc1	6	i	13	-6	1	0	-9	-2	-1.2	-0.5
CC(C(=O)NCC1CCCO1)n1cc([N+](=O)[O-])cn1 (stereo unspecified)	4	i	3	-6	10	3	-34	2	-2.5	-0.5
COc1ccc2c(N)c(C(=O)NN)[nH]c2c1	2	i	-8	4	3	-9	4	-8	0.5	0.5
Cc1ccc(S(=O)(=O)Cc2ccc(C(=O)N3CCc4ccccc4C3)o2)cc1	-13	i	13	4	5	81*	76*	0	8.1	-0.4
O=C(NC1CCCCC1)c1ccccc1NC(=O)C1CC1	15	i	-6	6	-1	4	-5	1	-0.3	-1.7
COc1ccc(-c2nnc3sc(CCN4C(=O)c5ccccc5C4=O)nn23)cc1	0	i	-2	4	1	7	8	-12	2.1	-0.3
COc1ccc(-n2cnc3cc(NC(=O)c4ccco4)ccc32)cc1	-4	i	14	0	3	0	-6	6	1.0	-0.2
O=C(Nc1nnc(-c2ccco2)o1)c1ccc(S(=O)(=O)N2CCCC2)cc1	1	i	-2	9	3	0	-3	4	-0.8	-0.5
CCC(C(=O)Nc1ccccn1)c1ccccc1 (stereo unspecified)	18	i	-8	-7	-2	5	8	-3	0.6	-0.2
CCOC(=O)C(C#N)c1ccccn1 (stereo unspecified)	-4	i	-12	-11	-3	1	-6	-3	-1.7	-0.3
O=C(COC(=O)c1ccco1)NCc1ccc(F)cc1	6	i	-6	3	-5	3	-7	4	-1.6	-0.2
COc1cc(C)c(N(C(C)=O)c2ccccc2)c(C)c1	6	i	28	0	3	3	-6	3	-1.4	0.4
O=[N+]([O-])c1ccc(NC(=S)NCc2ccc(F)cc2)cc1	2	i	11	-9	-1	0	8	-26	2.7	0.1
CC(c1ccccc1)c1nnc(NC(=O)Nc2ccccc2)s1 (stereo unspecified)	-1	i	1	1	-1	0	0	4	0.8	4.5
